Source: PubChem
KCNQ2 block: KCNQ2 potassium channel inhibitors, primary screen, cell-based, CHO-K1, FluxOR thallium flux, B-score (AID 2156). O88943. 20 min; stronger effect = lower value. B-score at 10 µM. 310,000 compounds, 1.1% hits;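 active means fluorescence ratio B-score at most minus 3 library SDs, with starting brightness B-score within 2 library SDs, cut at about -5.5 in these data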
CHT block: human CHT choline transport inhibition. Q9GZV3. CHT-expressing cells, membrane potential dye, choline response; stronger effect = lower value. B-score at 10 µM. 310,000 compounds, 0.86% hits. AID 488975;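 active means B-score over 3 SD under the library average, and starting fluorescence ratio not unusually high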;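 further: choline stimulus applied at its EC90 after an EC20 pre-addition; B-score computed on integrated fluorescence ratio after choline addition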
Target sequence (Q9GZV3 whole entry, looked up): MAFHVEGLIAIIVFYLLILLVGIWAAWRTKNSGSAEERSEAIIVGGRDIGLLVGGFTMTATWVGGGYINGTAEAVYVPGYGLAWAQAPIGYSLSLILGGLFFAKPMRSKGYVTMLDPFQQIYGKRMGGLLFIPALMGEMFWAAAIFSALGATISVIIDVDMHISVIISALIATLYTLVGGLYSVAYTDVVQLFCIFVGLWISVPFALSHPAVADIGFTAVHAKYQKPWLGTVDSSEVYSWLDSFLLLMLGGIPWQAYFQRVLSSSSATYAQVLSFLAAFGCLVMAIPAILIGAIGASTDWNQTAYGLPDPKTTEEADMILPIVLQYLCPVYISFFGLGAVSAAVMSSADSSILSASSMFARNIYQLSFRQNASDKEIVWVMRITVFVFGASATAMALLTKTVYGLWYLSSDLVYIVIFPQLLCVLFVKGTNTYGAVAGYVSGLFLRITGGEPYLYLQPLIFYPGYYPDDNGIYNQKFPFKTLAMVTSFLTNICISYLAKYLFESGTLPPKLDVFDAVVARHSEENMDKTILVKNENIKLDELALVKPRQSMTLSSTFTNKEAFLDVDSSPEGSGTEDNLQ
* marks the source's active call; other numbers are inactive results; i = inactive; nt = not tested or not shown.

| KCNQ2 block | CHT block | smiles |
| --- | --- | --- |
| i | i | CCCCc1nccn1CCn1ccnc1CCCC |
| i | i | O=C(CN1CCC(C(=O)c2ccc3c(c2)OCCO3)CC1)Nc1ccccc1C(F)(F)F |
| i | i | CCCCC1=CC2=C(c3ccco3)C(=O)C(C)(OC(=O)c3ccc(OC)cc3)C(=O)C2=CN1CC1CC1 (configuration not stated) |
| i | i | Cc1ccc(/C=N/NC(=O)c2ccc3c(c2)OCCO3)s1 |
| i | i | CC(C)NC(=O)CN(c1cccc(Br)c1)S(C)(=O)=O |
| i | i | COC(=O)c1cc(C(=O)N2CCN(c3cccc(C)c3C)CC2)cc([N+](=O)[O-])c1 |
| i | i | COc1cc(C(=O)N(C)CCOc2ccc(C)cc2)ccc1OC1CCN(C(C)=O)CC1 |
| i | i | O=C(CSc1nc2[nH]ncc2c(=O)[nH]1)Nc1cccc([N+](=O)[O-])c1 |
| i | i | FC(F)Sc1nc2ccccc2[nH]1 |
| i | i | CCCCc1nnc(NC(=O)c2oc3ccccc3c2C)s1 |
| i | i | Cc1ccccc1C(=O)NCC(c1ccco1)N1CCc2ccccc2C1 (configuration not stated) |
| i | i | Cc1cc(C)cc(CC2CC(=O)N(c3ccc4c(c3)OCCO4)C2=O)c1 (configuration not stated) |
| i | i | COc1ccc(/C=C/C(=O)O)cc1Cl |
| i | i | Cc1cccc(C)c1OCc1nc2ccccc2c(=O)n1/N=C/c1ccc(OCC(=O)O)cc1 |
| i | i | CCCc1c(C(=O)OCC)[nH]c2c1C(=O)CCC2 |
| i | i | Cc1ccc2nc(Cl)c(C3CC(c4cccs4)=NN3S(C)(=O)=O)cc2c1 (configuration not stated) |

Four neighbouring entries already listed, quoted:
| KCNQ2 block | CHT block | smiles |
| --- | --- | --- |
| i | i | FC(F)Sc1nc2ccccc2[nH]1 |
| i | i | CCCCc1nnc(NC(=O)c2oc3ccccc3c2C)s1 |
| i | i | Cc1ccccc1C(=O)NCC(c1ccco1)N1CCc2ccccc2C1 (configuration not stated) |
| i | i | Cc1cc(C)cc(CC2CC(=O)N(c3ccc4c(c3)OCCO4)C2=O)c1 (configuration not stated) |

(list continues)
| KCNQ2 block | CHT block | smiles |
| --- | --- | --- |
| i | i | N/C(=N\c1nc2ccccc2o1)NC(=O)/C=C/c1ccccc1 |
| i | i | Cc1ccc(SCC(=O)N2N=CCC2c2ccccc2)cc1 (configuration not stated) |
| i | i | Cc1cc(NC(=O)CSc2nc(-c3cccnc3)ccc2C#N)no1 |
| i | i | CCCc1nnc(NC(=O)Nc2ccc(OC)cc2)s1 |
| i | i | Cc1c(NC(=O)C2CCCN(S(=O)(=O)c3cnc[nH]3)C2)c(=O)n(-c2ccccc2)n1C (configuration not stated) |
| i | i | O=C(O)C(Cc1ccc(Cl)cc1)NS(=O)(=O)c1ccc(Cl)cc1 (configuration not stated) |
| i | i | CC1CCC(NC(=O)Nc2cccs2)CC1 (configuration not stated) |
| i | i | COc1ccc(C2C=C(C34CC5CC(CC(C5)C3)C4)NC(=S)N2)cc1 (configuration not stated) |
| i | i | Cc1ccccc1Cn1nc(C)c(NC(=O)c2noc3c2CC(C(C)(C)C)CC3)c1C (configuration not stated) |
| i | i | Cc1ccc(C(=O)c2ccccc2C(=O)Nc2ccccc2)cc1 |
| i | i | O=C(NC1CCCC1)C(c1ccc(Cl)cc1)N(Cc1ccc(F)cc1)C(=O)CCl (configuration not stated) |
| i | i | NC(=O)NC(=O)COC(=O)c1cccc(NS(=O)(=O)/C=C/c2ccccc2)c1 |
| i | i | Cc1ccc(-n2nc3c(c2NC(=O)C(C)(C)C)CSC3)c(C)c1 |
| i | i | CCOc1ccccc1NC1c2ccccc2C(=O)N1Cc1ccco1 (configuration not stated) |
| i | i | CCOc1ccc(CNC(=O)Cn2ccc3cc(S(=O)(=O)N4CCCC4)ccc32)cc1 |
| i | i | C=C(C)CSc1nnc([C@@H](NC(=O)OC(C)(C)C)C(C)CC)o1 (some centres not stated) |
| i | i | NC(=O)NCCCC(NC(=O)c1ccc(C#CC2(O)CCCCC2)cc1)C(=O)O (configuration not stated) |
| i | i | COc1ccc(NC(=O)Cn2nnc(C(=O)NCc3ccccc3)c2N)cc1Cl |
| i | i | O=C(NCCc1ccccn1)c1nc(Cn2ccc([N+](=O)[O-])n2)no1 |
| i | i | Cn1ncc(C(=O)N=S(C)(=O)c2ccccc2)c1[N+](=O)[O-] (configuration not stated) |
| i | i | Cn1cc(/C=N\NC(=O)c2cccs2)c2ccccc21 |
| i | i | CCN(CC)C(=O)CSc1nnc(-c2cccnc2)n1Cc1ccccc1 |
| i | i | COc1c(OC(C)=O)ccc(/C=N\NC(=O)c2ccc(Br)cc2)c1[N+](=O)[O-] |
| i | i | Cc1ccc(-n2c(SCC(=O)N3CCC(C(=O)O)CC3)nc3ccccc3c2=O)cc1C |
| i | i | CCO[C@H]1OC(C(=O)O)=C[C@@H](c2ccccc2)[C@@H]1CCCO |
| i | i | COc1ccc(NC(=O)COC(=O)CCc2ccccc2)c(OC)c1 |
| i | i | CCOC(=O)N1CCN(C(=O)C2CCCN(S(=O)(=O)c3ccc(OCC)cc3)C2)CC1 (configuration not stated) |
| i | i | COc1ccccc1NC(=O)c1cc(S(=O)(=O)NC2CCCC2)ccc1F |
| i | i | Cc1cc(OCC(=O)NCCc2cccc(F)c2)c2c(C)cc(=O)oc2c1 |
| i | i | O=[N+]([O-])c1cc(-c2ccc(/C=N\n3cnnc3)o2)cc([N+](=O)[O-])c1 |
| i | i | O=c1c2c3c(sc2nc2n1CCC2)CCC3 |
| i | i | CCC(=O)Nc1nnc(CSCc2ccccc2)s1 |

Profiles as entered above. Screens in order: KCNQ2 block | CHT block
O=[N+]([O-])c1cc(-c2ccc(/C=N\n3cnnc3)o2)cc([N+](=O)[O-])c1 is listed with i | i
CCOC(=O)N1CCN(C(=O)C2CCCN(S(=O)(=O)c3ccc(OCC)cc3)C2)CC1 (configuration not stated) is listed with i | i
COc1ccc(NC(=O)COC(=O)CCc2ccccc2)c(OC)c1 is listed with i | i
CCC(=O)Nc1nnc(CSCc2ccccc2)s1 is listed with i | i

More compounds.
| KCNQ2 block | CHT block | smiles |
| --- | --- | --- |
| nt | i | CCCCn1c(=O)[nH]c2nc3cc(N)ccc3nc2c1=O |
| nt | i | Cc1cccc(NS(=O)(=O)c2ccc3c(c2)Cc2cc(S(=O)(=O)Nc4cccc(C)c4C)ccc2-3)c1C |
| i | i | CC(C(=O)NC1=NCCS1)N1C(=O)C2CC=CCC2C1=O (configuration not stated) |
| i | i | Cc1cc(NC(=O)COC(=O)c2oc3c(Cl)cccc3c2C)no1 |
| i | i | CCc1ccc(NC(=O)[C@H](Cc2c[nH]c3ccccc23)NC(=O)[C@@H]2Cc3ccccc3CN2)cc1 |
| i | i | C[n+]1cc(C(=O)N2CCCCC2)ccc1/C=C/c1c[nH]c2ccccc12 |
| i | i | O=C(CC(=O)c1ccccc1O)c1ccc(F)cc1 |
| i | i | CC(=O)c1ccc(N2CCN(C(=O)COc3ccc(F)cc3)CC2)c(F)c1 |

2 entries from above, set out differently.
> C[n+]1cc(C(=O)N2CCCCC2)ccc1/C=C/c1c[nH]c2ccccc12
- KCNQ2 block: i
- CHT block: i

> O=C(CC(=O)c1ccccc1O)c1ccc(F)cc1
- KCNQ2 block: i
- CHT block: i

Other entries follow.
| KCNQ2 block | CHT block | smiles |
| --- | --- | --- |
| i | i | Cc1ccccc1NC(=S)NCCO |
| i | i | CCOC(=O)C1=C(N)Oc2cc(C)[nH]c(=O)c2C1c1ccncc1 (configuration not stated) |
| i | i | O=C(NN1C(=O)C2C3C=CC(C3)C2C1=O)C(O)c1ccccc1 (configuration not stated) |
| i | i | Cc1nc([N+](=O)[O-])cn1CC(=O)NCCCO |
| i | i | CC(=O)NC(Cc1ccc(O)cc1)C(=O)NN (configuration not stated) |
| i | i | CN(C)c1ccc(/C=N/NC(=O)c2nnn(-c3nonc3N)c2CN2CCCCCC2)cc1 |
| i | i | O=C(NCc1cccs1)C1CCN(S(=O)(=O)c2ccc(Cl)cc2)CC1 |
| i | i | CCCCN(CC)C(=O)Cc1ccc(Br)cc1 |
| i | i | Cn1c(N)c(C(=O)COC(=O)C2(c3ccccc3F)CCCC2)c(=O)n(C)c1=O |
| i | i | O=C(CSc1ccccc1C(=O)NCc1ccccc1)NC12CC3CC(CC(C3)C1)C2 |
| i | i | CCC(=O)Nc1sccc1C(=O)OC |
| i | i | O=C1NC(c2ccc(Cl)cc2)Nc2ccccc21 (configuration not stated) |
| i | i | COc1ccc(N/N=C(/C#N)S(=O)(=O)c2nsc(C)c2C#N)cc1 |
| i | i | CCOC(=O)N1CCN(C(=O)CSc2nc(C)nc3c2c(=O)n(C)c(=O)n3C)CC1 |
| i | i | COc1ccc(CNc2nc3ccccc3n2C)c(OC)c1 |
| i | i | O=C(O)c1cn(CCOc2ccccc2Cl)c2ccccc12 |
| i | i | O=C(CCn1cnc(-c2ccccc2)c1-c1ccccc1)N/N=C/c1ccc(O)cc1 |
| i | i | O=C(CSc1ncccn1)N1CCN(C(=O)CSc2ncccn2)CC1 |
| i | i | O=C(COC(=O)c1ccccn1)Nc1ccc2c(c1)OCO2 |
| i | i | CCc1cc(C(=O)N2CCN(c3ncc(C(F)(F)F)cc3Cl)CC2)sc1C |
| i | i | COc1ccc(C(=O)C[N+]2(C)CCOCC2)cc1 |
| i | i | NS(=O)(=O)c1ccc(CCNC(=O)c2ccc(C(=O)c3ccccc3)cc2)cc1 |
| i | i | Cc1ccc2cccc(SCC(=O)N3CCOCC3)c2n1 |
| i | i | CCS(=O)(=O)Nc1cc(C(=O)O)ccc1C |
| i | i | CCN(CC)c1ccc(C2C3CCCCC3(O)CCN2CC(=O)Nc2ccccc2)cc1 (configuration not stated) |
| i | i | CCN1C(=O)[C@H]2[C@@H](c3ccc(C)cc3)N3C(=O)N(c4ccc(OC)cc4)C(=O)[C@@]3(CC)[C@H]2C1=O |
| i | i | CCOC(=O)/C(=N/Nc1ccc(C)cc1)S(=O)(=O)c1ccc(Cl)cc1 |
| i | i | CCC(c1nnnn1Cc1ccc(OC)cc1)N1CCN(C(=O)c2ccco2)CC1 (configuration not stated) |
| i | i | Nc1ccn(-c2ccccc2)c(=O)c1 |
| i | nt | COc1cccc(-c2nnc(N(C)C(=O)c3ccno3)s2)c1 |
| i | i | NC(=O)CSc1nnc(Cn2c(=O)sc3ccccc32)n1-c1ccccc1 |
| i | i | CCCCCCn1nc(C(=O)N(CC(C)C)c2c(N)n(CCCC)c(=O)[nH]c2=O)c2ccccc2c1=O |
| i | -8.5* | Cc1[nH]n(-c2ccccc2)c(=O)c1N=Nc1c(O)cc(S(=O)(=O)N(C)C)c2ccccc12 |
| i | i | CC(C)CN1CCN(Cc2cn(C)c3ccccc23)CC1CCO (configuration not stated) |
| i | i | Cn1cc(Br)c(C(=O)NNC(=O)c2cccc(Br)c2)n1 |
| i | i | CCOc1ccc(C(=O)NCc2ccc3c(c2)OCO3)cc1 |
| i | i | O=C(c1ccc2c(c1)OCO2)N1CCCN(C(=O)c2ccc3c(c2)OCO3)CC1 |
| i | i | CCOc1ccccc1-c1cc(C(=O)Nc2ccc(C(=O)O)cc2)c2ccccc2n1 |
| i | i | O=C1CCSc2ccc(Cl)cc2N1Cc1ccc(Cl)cc1 |
| i | i | Cc1ccnc2nc(C(=O)OCC(=O)Nc3ccccc3C(C)(C)C)nn12 |
| i | i | Cc1ccc(-c2csc(NC(=O)C3=NN(c4ccccc4)C(=O)CC3)n2)cc1 |
| i | i | CCOC(=O)N1CCN(C(=O)c2ccc3c(c2)N=C(C)c2cc(Cl)ccc2S3)CC1 |
| i | i | O=C(Oc1ccc(-c2nnco2)cc1)c1ccco1 |
| i | i | O=C(CCC1CCCCC1)Nc1cc(C(F)(F)F)ccc1N1CCOCC1 |
| i | i | CCN(Cc1ccncc1)C(=O)C1CCN(S(=O)(=O)c2cccs2)CC1 |
| i | i | CCOC(=O)c1c(C)nsc1NC(=O)C1CCCCC1 |
| i | i | COc1ccc(CN=C2NC(=O)CC(C(=O)Nc3ccc(Cl)cc3)S2)cc1 (configuration not stated) |
| i | i | Cc1nc(NC(=O)c2ccco2)sc1C(=O)O |
| i | i | COc1ccc(C(=O)n2nc(-c3ccc(Cl)cc3)nc2N)cc1OC |
| i | i | CC1(C)CC(=O)C=C(NNC(=O)c2ccc(N)cc2)C1 |
| i | i | CC(=O)N1CCCc2ccccc21 |
| i | i | CC(=O)N/C(=N/c1nc(C)cc(C)n1)Nc1cccc(C)c1C |
| i | i | COc1cccc(C(c2nnnn2Cc2ccc(F)cc2)N2CCC(C(N)=O)CC2)c1OC (configuration not stated) |
| i | i | Cc1ccc(-n2nc(C)c(/C=N/NC(=O)c3cccnc3)c2Cl)cc1 |
| i | i | Cc1ccccc1N1CC(C(=O)Nc2ccc(S(=O)(=O)N3CCCCC3)cc2)CC1=O (configuration not stated) |
| i | i | COc1ccc2c(c1)CC/C(=C\Nc1ccc3c(c1)OCO3)C2=O |

(more compounds)
| KCNQ2 block | CHT block | smiles |
| --- | --- | --- |
| i | i | CC(=O)NCCN=Cc1sc2ccccc2c1O |
| i | i | COCCN(C(=O)Cc1cccs1)C(C(=O)NCc1ccc(OC)cc1)c1ccc(C)cc1 (configuration not stated) |
| i | i | CC(C)CNC(=S)N1CCN(c2nc(-c3ccc(Cl)cc3)cs2)CC1 |
| i | i | O=C(Nc1cccc(C(F)(F)F)c1)c1cc(-c2ccco2)on1 |
| i | i | CCCOc1ccc(/C=C/C(=O)NC2CCCCC2)cc1OC |
| i | i | CCCCN1CC(=O)N2[C@H](c3ccc(OC)cc3)[C@@H]3C(=O)N(CC)C(=O)[C@@H]3[C@]2(Cc2ccccc2)C1=O |
| i | i | CCCC(=O)Nc1ccc(Oc2ccc(NC(=O)CCC)cc2)cc1 |
| i | i | Cc1cc(C)cc(NC(=O)CSc2nc3[nH]c(=O)cc(O)c3s2)c1 |
| i | i | CSc1c(-c2ccccn2)c(N)nn1C(=O)C1CCC1 |
| i | i | O=C(CCSCc1cccc(F)c1)NCCc1ccccc1 |
| i | i | Cc1ccccc1Nc1nc(N)nc(COC(=O)CC2CC3CCC2C3)n1 (configuration not stated) |
